hcGAS lum: Primary biochemical luminescence assay for human cyclic GMP-AMP synthase inhibitors; AID 1259398, 2018; 290,000 tested, 0.081% active; inhibition, % at 12.5 µM; Q8N884; recombinant h-cGAS, ATP depletion, Kinase-Glo luminescence;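 note: 0% = vehicle reaction and 100% = reaction without DNA for no activity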
Target sequence (Q8N884 whole entry, looked up): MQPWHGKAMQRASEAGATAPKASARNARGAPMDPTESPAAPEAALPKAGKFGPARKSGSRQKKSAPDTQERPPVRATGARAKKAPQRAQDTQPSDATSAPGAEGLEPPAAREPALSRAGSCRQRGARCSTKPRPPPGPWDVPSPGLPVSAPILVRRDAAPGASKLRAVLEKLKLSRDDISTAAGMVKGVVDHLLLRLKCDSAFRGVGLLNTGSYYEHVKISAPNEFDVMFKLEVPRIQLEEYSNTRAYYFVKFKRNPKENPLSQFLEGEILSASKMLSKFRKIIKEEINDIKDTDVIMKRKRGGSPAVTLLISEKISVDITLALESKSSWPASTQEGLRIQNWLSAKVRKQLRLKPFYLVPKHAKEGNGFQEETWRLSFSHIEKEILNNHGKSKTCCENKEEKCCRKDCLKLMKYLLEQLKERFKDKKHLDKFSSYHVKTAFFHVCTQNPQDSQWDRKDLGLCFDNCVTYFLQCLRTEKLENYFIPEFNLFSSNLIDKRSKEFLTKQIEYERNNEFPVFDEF
NPYLR7 agonist: agonists of mosquito NPYLR7 receptor, primary screen, cell-based, Aedes aegypti, calcium fluorescence, mosquito biting behavior. Aedes aegypti neuropeptide Y-like receptor 7 (NPYLR7). AID 1259423, 2018. activation, % at 10 µM. HEK293T NPYLR7/Galpha15, GCaMP6s calcium fluorescence. 270,000 tested, 0.15% active; in the data active = activation above about 40%;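 note: 0% = vehicle and 100% = reference agonist at the receptor; some compounds past the cut are filed as inactive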
mcGAS inh: cyclic GMP-AMP synthase inhibitors, mouse, primary biochemical chemiluminescence | AID 1259399, 2018 | recombinant cGAS, Kinase-Glo ATP depletion luminescence | Q8C6L5 | 160,000 tested, 0.15% active | inhibition, % at 12.5 µM;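 note: 0% = negative control wells and 100% = reference inhibitor with no enzyme activity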
Active calls of the source: *. Cut-off read from the data, not from the text of the source, unless noted: active = inhibition above about 40%; inactive = the rest.

How did COc1ccc(CCNC(=O)c2ccc(CSc3nc(Cl)cc(N4CCN(c5cccc(C(F)(F)F)c5)CC4)n3)cc2)cc1OC do in these assays?
hcGAS lum: -5.1; NPYLR7 agonist: -3.6; mcGAS inh: -2.9

How did N#Cc1ccc(NCc2cccc(Cn3ccnc3)c2)nc1 do in these assays?
hcGAS lum: -6.5; NPYLR7 agonist: 4.5

What do the screens show for `Cc1cc(S(=O)(=O)N2CCN(C)CC2)c(C)cc1Cl`?
hcGAS lum: -3.4; NPYLR7 agonist: 9.3; mcGAS inh: -7.0

What do the screens show for `COc1ccc(C)cc1-n1cnnc1CN`?
hcGAS lum: -6.6; NPYLR7 agonist: 10.7

How did Cc1noc(C)c1S(=O)(=O)NC(C)C1CCCO1 (stereo unspecified) do in these assays?
hcGAS lum: -8.7; NPYLR7 agonist: 3.0

How did Cc1cc(C(=O)N2CCC(O)(CN(C)C)C2)c2c(C)noc2n1 (stereo unspecified) do in these assays?
hcGAS lum: -5.3; NPYLR7 agonist: 4.7; mcGAS inh: -8.6

Results for COc1cccc(CN2CCCn3cccc3C2c2ccccc2[N+](=O)[O-])c1 (stereo unspecified) ?
hcGAS lum: -0.7; NPYLR7 agonist: -8.7; mcGAS inh: 0.6

Results for CCCC(C)CC(=O)Nc1c(S(C)(=O)=O)cnc2cc(C)nn12 (stereo unspecified) ?
hcGAS lum: -9.5; NPYLR7 agonist: 1.6

How did c1ccc(-c2ncn(Cc3ncc[nH]3)c2-c2cccc(Cn3cccn3)c2)cc1 do in these assays?
hcGAS lum: -8.5; mcGAS inh: -11.7

How did CN1CCN2CCN(C(=O)c3ccc(CN4CCCC4)o3)CC2C1 (stereo unspecified) do in these assays?
hcGAS lum: -1.8; NPYLR7 agonist: -3.7

How did CCn1c(C)cc(C)c(C(=O)NCc2cccnc2N2CCN(C)CC2)c1=O do in these assays?
hcGAS lum: 2.2; NPYLR7 agonist: 8.2

Results for CCCN(CC(=O)N(C)C)S(=O)(=O)c1ccc(OC(C)C)c(F)c1 ?
hcGAS lum: -6.9; NPYLR7 agonist: 7.4

What do the screens show for `O=C(Nc1cc(C(F)(F)F)cc(C(F)(F)F)c1)NC(Cc1ccccc1)C(=O)Nc1nnc(-c2ccc(Cl)cc2)s1` (stereo unspecified)?
hcGAS lum: -10.3; NPYLR7 agonist: 22.4; mcGAS inh: -5.8

How did COc1ccc(C(=O)Nc2ccc(-c3nc4ccccc4o3)c(O)c2)cc1OC do in these assays?
hcGAS lum: 0.2; NPYLR7 agonist: -6.3; mcGAS inh: 0.4

How did CCCC1CCC(c2ccc(-c3nc(Cc4ccccc4)no3)cc2)CC1 (stereo unspecified) do in these assays?
hcGAS lum: -4.9; NPYLR7 agonist: -3.4

Fetched one by one from the entries so far, three records:
What do the screens show for `COc1ccc(C)cc1-n1cnnc1CN`?
hcGAS lum: -6.6; NPYLR7 agonist: 10.7

How did Cc1cc(C(=O)N2CCC(O)(CN(C)C)C2)c2c(C)noc2n1 (stereo unspecified) do in these assays?
hcGAS lum: -5.3; NPYLR7 agonist: 4.7; mcGAS inh: -8.6

What do the screens show for `O=C(Nc1cc(C(F)(F)F)cc(C(F)(F)F)c1)NC(Cc1ccccc1)C(=O)Nc1nnc(-c2ccc(Cl)cc2)s1` (stereo unspecified)?
hcGAS lum: -10.3; NPYLR7 agonist: 22.4; mcGAS inh: -5.8

Among those listed so far, four have a halogen.
How did COc1ccc(CCNC(=O)c2ccc(CSc3nc(Cl)cc(N4CCN(c5cccc(C(F)(F)F)c5)CC4)n3)cc2)cc1OC do in these assays?
hcGAS lum: -5.1; NPYLR7 agonist: -3.6; mcGAS inh: -2.9

What do the screens show for `Cc1cc(S(=O)(=O)N2CCN(C)CC2)c(C)cc1Cl`?
hcGAS lum: -3.4; NPYLR7 agonist: 9.3; mcGAS inh: -7.0

Results for CCCN(CC(=O)N(C)C)S(=O)(=O)c1ccc(OC(C)C)c(F)c1 ?
hcGAS lum: -6.9; NPYLR7 agonist: 7.4

What do the screens show for `O=C(Nc1cc(C(F)(F)F)cc(C(F)(F)F)c1)NC(Cc1ccccc1)C(=O)Nc1nnc(-c2ccc(Cl)cc2)s1` (stereo unspecified)?
hcGAS lum: -10.3; NPYLR7 agonist: 22.4; mcGAS inh: -5.8

(continued)
Results for CCSCCNC(=O)c1ccc(-c2n[nH]c3c2CCCc2ccccc2-3)cc1 ?
hcGAS lum: -9.3; NPYLR7 agonist: 5.8; mcGAS inh: -7.1

Results for Cc1ccc(COC2C[C@](OCc3cccc(Cl)c3)(C(=O)NCc3ccco3)C[C@H]3OC(C)(C)O[C@@H]23)cc1 (stereo partly specified) ?
hcGAS lum: -0.4; NPYLR7 agonist: 5.0; mcGAS inh: -3.1

Results for CC(=O)Nc1cccc(NC(=O)Cn2nc(-c3ccco3)c3sc(N4CCCCC4)nc3c2=O)c1 ?
hcGAS lum: 0.8; NPYLR7 agonist: 0.4; mcGAS inh: 0.2

What do the screens show for `CN(C)c1ccc(N)cc1CN(CC1CC1)C(=O)c1ccc(F)cc1`?
hcGAS lum: -6.7; NPYLR7 agonist: -4.2

Results for Cc1cccc(N2CCCn3c2nc2c3c(=O)n(CCN3CCOCC3)c(=O)n2C)c1C ?
hcGAS lum: -6.4; NPYLR7 agonist: 16.9

How did CCCS(=O)(=O)N1CCC(c2nnc(C(C)C)o2)CC1 do in these assays?
hcGAS lum: -2.5; NPYLR7 agonist: -18.6; mcGAS inh: -3.4

What do the screens show for `C=CCN1C(=O)NC(c2cccc(Cl)c2)C2=C1CN(CC(=O)N1CCN(c3ccccc3OCC)CC1)C2=O` (stereo unspecified)?
hcGAS lum: -6.2; NPYLR7 agonist: -2.3; mcGAS inh: -4.6

Results for CCc1nc(C)c(C(=O)NC(C)C2CC3CCC2C3)s1 (stereo unspecified) ?
hcGAS lum: -17.4; NPYLR7 agonist: 0.8

Results for CC(C)N(C(=O)CN1CCC(C(=O)NCC(F)(F)F)CC1)c1ccccc1 ?
hcGAS lum: -3.4; NPYLR7 agonist: -0.6

How did N#Cc1cccc(OCC[n+]2ccc3c(c2)CCCC3)c1 do in these assays?
hcGAS lum: -14.7; NPYLR7 agonist: 2.2; mcGAS inh: -15.8

What do the screens show for `Cn1c(=S)[nH]c2cc(C(=O)N3CCCC4CCCCC43)ccc2c1=O` (stereo unspecified)?
hcGAS lum: -11.1; NPYLR7 agonist: 0.6

What do the screens show for `COc1ccc(Cl)cc1NC(=O)N1CCCC(C(=O)c2cccc(Cl)c2)C1` (stereo unspecified)?
hcGAS lum: 0.6; NPYLR7 agonist: -3.7

Results for Cc1cc(NC(=O)Cc2ccc(F)cc2)n(-c2nc3c(cnn3-c3ccc(Cl)cc3)c(=O)[nH]2)n1 ?
hcGAS lum: -12.1; mcGAS inh: -9.3

How did CNC(=S)NCC(c1ccco1)N1CCCCC1 (stereo unspecified) do in these assays?
hcGAS lum: -0.5; NPYLR7 agonist: 0.5; mcGAS inh: -3.1

What do the screens show for `Cc1sc2nc(CN(Cc3ccccc3)CC(O)COCC(C)C)[nH]c(=O)c2c1C` (stereo unspecified)?
hcGAS lum: -2.0; NPYLR7 agonist: 12.3; mcGAS inh: -5.2

Continued (two carried over from the part before).
How did CNC(=S)NCC(c1ccco1)N1CCCCC1 (stereo unspecified) do in these assays?
hcGAS lum: -0.5; NPYLR7 agonist: 0.5; mcGAS inh: -3.1

What do the screens show for `Cc1sc2nc(CN(Cc3ccccc3)CC(O)COCC(C)C)[nH]c(=O)c2c1C` (stereo unspecified)?
hcGAS lum: -2.0; NPYLR7 agonist: 12.3; mcGAS inh: -5.2

How did CCNc1ccnc(N2CCC(N(CC)CC)C2)n1 (stereo unspecified) do in these assays?
hcGAS lum: -7.0; NPYLR7 agonist: 7.2

What do the screens show for `COCC(C)Nc1ncnc2c1c(-c1ccccc1)cn2-c1ccccc1` (stereo unspecified)?
hcGAS lum: -4.1; NPYLR7 agonist: -0.3; mcGAS inh: -9.2

How did Cc1ccc(CNC(=O)Cc2ccccc2F)s1 do in these assays?
hcGAS lum: -4.1; NPYLR7 agonist: 4.2

Results for COC(=O)[C@H](NC(=O)C1=C[C@@H](NC(=O)CS(=O)(=O)c2ccccc2)[C@@H](O)[C@H](O)C1)C(C)C ?
hcGAS lum: -2.6; NPYLR7 agonist: -8.9; mcGAS inh: -1.4

Results for O=C1CCC(C(=O)N2CCOc3ccccc3C2)CN1Cc1ccccn1 (stereo unspecified) ?
hcGAS lum: -6.2; NPYLR7 agonist: 2.3

How did O=C(Nc1c(F)c(F)c(F)c(F)c1F)c1cnn2c3c(cnc12)CCCCC3 do in these assays?
hcGAS lum: -9.6; NPYLR7 agonist: 0.7

Results for CCOC(=O)c1[nH]ncc1-c1c(-c2ccccc2)ncn1C1CC=CC1 ?
hcGAS lum: -6.1; NPYLR7 agonist: 4.4

How did CCOc1cccc2sc(N(CCCN(C)C)C(=O)c3ccn(C)n3)nc12 do in these assays?
hcGAS lum: -4.3; mcGAS inh: -10.4

What do the screens show for `COCC(C)(C)C(=O)NCC1CCCN(C2CCCC2)C1` (stereo unspecified)?
hcGAS lum: -5.2; NPYLR7 agonist: 8.5; mcGAS inh: -12.1

Results for CCOCCCNC(=O)c1cc(NC(=O)C23CC4CC(CC(C4)C2)C3)ccc1N1CCC(C)CC1 ?
hcGAS lum: -1.5; NPYLR7 agonist: 1.8; mcGAS inh: -4.0

Results for O=C(CN1CCCC1=O)N1CCC(CO)(Cc2ccccc2)CC1 ?
hcGAS lum: -9.4; NPYLR7 agonist: 20.5; mcGAS inh: -13.6

Results for CN(C)c1ncnc2c1CCN(C(=O)C(C)(C)NC(=O)c1cccs1)C2 ?
hcGAS lum: -1.4; mcGAS inh: -7.1

How did CCC(c1cccnc1)N(C)C(=O)c1ccc(S(N)(=O)=O)cc1 (stereo unspecified) do in these assays?
hcGAS lum: 0.6; NPYLR7 agonist: 17.0; mcGAS inh: -14.5

How did Cc1ccc(CN(C)C(=O)c2cccc(S(N)(=O)=O)c2)c(C)c1 do in these assays?
hcGAS lum: -14.1; NPYLR7 agonist: 6.8

Results for CC(C)c1ccc(NC(=O)CSc2nncc(=O)[nH]2)cc1 ?
hcGAS lum: -5.8; NPYLR7 agonist: -3.3; mcGAS inh: -7.4

Results for O=C1N(C2CCOCC2)CCCC12CCN(Cc1ccsc1)C2 (stereo unspecified) ?
hcGAS lum: -22.4; mcGAS inh: -10.0

What do the screens show for `Cc1cc(C(=O)NNC(=O)C2CCCC2)c(C)o1`?
hcGAS lum: -6.5; NPYLR7 agonist: 0.5

Results for Cc1nc2cc[nH]n2c(=O)c1CC(=O)NCC(C)(O)c1ccc(F)cc1F (stereo unspecified) ?
hcGAS lum: -7.1; NPYLR7 agonist: 0.3; mcGAS inh: -15.4

How did CCCc1cc(N2CCN(Cc3n[nH]c(C)c3Cl)CC2)nc(C)n1 do in these assays?
hcGAS lum: 1.6; NPYLR7 agonist: 5.1; mcGAS inh: -9.5

What do the screens show for `CCCCOC(=O)C1=C(C)NC(=O)NC1c1ccc(N(C)C)cc1` (stereo unspecified)?
hcGAS lum: -6.9; NPYLR7 agonist: 2.6; mcGAS inh: -4.7

Results for CCC(=O)N1CCC(NC(C(N)=O)c2ccc(C#N)cc2)C(CC)C1 (stereo unspecified) ?
hcGAS lum: -5.5; NPYLR7 agonist: 5.4

Results for Cc1ccccc1NC(=O)CC(=O)NCc1ccc2nonc2c1 ?
hcGAS lum: 2.0; NPYLR7 agonist: -0.3; mcGAS inh: -17.6

What do the screens show for `COc1cccc(CNC2CC(C)(C)Cc3nc(C(C)(C)C)ncc32)c1` (stereo unspecified)?
hcGAS lum: -7.2; NPYLR7 agonist: 6.3

How did COCCCNC(=O)[C@@H](C)N1Cc2ccc(Nc3ncccn3)nc2C1=O do in these assays?
hcGAS lum: -9.9; NPYLR7 agonist: 6.7

What do the screens show for `CCN1C(=O)NC(c2ccc(Cl)cc2Cl)C2=C1CN(CC(=O)NCC1COc3ccccc3O1)C2=O` (stereo unspecified)?
hcGAS lum: 0.1; NPYLR7 agonist: -0.2; mcGAS inh: 1.9

How did CCCc1cc(C(=O)N2CCC3(CCCN(CCOC)C3=O)C2)no1 (stereo unspecified) do in these assays?
hcGAS lum: -2.7; NPYLR7 agonist: 3.0

Results for OCc1ccccc1-c1nccc(CCC(F)(F)F)n1 ?
hcGAS lum: -6.9; NPYLR7 agonist: 0.6

What do the screens show for `O=C(CSCc1ccc(F)cc1)N1CCN(Cc2ccc3c(c2)OCO3)CC1`?
hcGAS lum: -10.9; NPYLR7 agonist: 18.6

How did CCCCCn1c(N2CCCCC2)nc2c1c(=O)[nH]c(=O)n2C do in these assays?
hcGAS lum: -8.8; NPYLR7 agonist: -0.2

How did Cc1ccc(NC(=O)NC23CC4CC(CC(C4)C2)C3)cc1 do in these assays?
hcGAS lum: -2.7; NPYLR7 agonist: -4.5; mcGAS inh: -6.1

Results for Cc1nc(C)c(C(C)N(C)S(=O)(=O)c2ccccc2OC(F)(F)F)s1 (stereo unspecified) ?
hcGAS lum: -10.7; NPYLR7 agonist: 4.9

What do the screens show for `C=CCNC(=O)c1cccnc1N1CCN(Cc2ccncc2Cl)CC1`?
hcGAS lum: 0.6; NPYLR7 agonist: -6.3

Results for Cc1ccc(Cc2nsc(N3CCN(c4cccc(C(F)(F)F)c4)CC3)n2)cc1 ?
hcGAS lum: -2.5; NPYLR7 agonist: -1.7; mcGAS inh: -5.6

What do the screens show for `Cc1ccc(NC(=O)N(C)Cc2ccccc2F)cc1Cl`?
hcGAS lum: -9.8; NPYLR7 agonist: 8.0

Results for Cc1cn2c3c(=O)n(Cc4ccc(Cl)cc4Cl)c(=O)n(C)c3nc2n1CCN1CCOCC1 ?
hcGAS lum: -9.5; NPYLR7 agonist: 4.8

Results for Cc1c(C(=O)N=c2sc3ccccc3n2C)sc2ncn(C)c(=O)c12 ?
hcGAS lum: -0.9; NPYLR7 agonist: 4.7; mcGAS inh: -4.6
